From PubChem
KB-V1 cytotox = KB-V1 MDR subline cytotoxicity. Potency, µM (doses to about 46.1 µM), without a hit: at the highest dose activity change, negative = cytotoxicity, most hits filed as cytotoxic. KB-V1 MDR cells viability, CellTiter-Glo, 72 h. 400,000 tested, 3.4% active; note: potency is the fitted concentration of half-maximal effect; % is set by controls: 0 for no effect and ±100 for the full control effect; nearly all actives have a fitted effect of over 60% in size
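Cytotoxicity toward P-gp-expressing KB-V1 cells was determined as loss of CellTiter-Glo luminescence after 72 h at 37 degrees C. Compounds were tested in quantitative HTS format across a concentration range, with curves fitted to normalized data.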
ATXN2 expr inh = ATXN2 expression inhibition; HEK-293 ATXN2-luciferase reporter, luminescence, 24 h; Potency, µM (doses to about 57 µM), for inactives: at the top dose activity change, negative = inhibition, usual class: inhibitors; 360,000 tested, 0.72% active; AID 1745845; note: potency is the fitted concentration of half-maximal effect; % is set by controls: 0 for no effect and ±100 for the full control effect; nearly all actives have a fitted effect of over 55% in size
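qHTS (up to 57 uM final) was run with 24 h compound exposure of reporter cells at 37 °C. Each well was multiplexed: SteadyGlo luminescence measured ATXN2-luciferase expression after a fluorogenic Gly-Phe-AFC viability readout (25 uM final).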
SW480 rerep = inducers of DNA re-replication in SW480 colon cancer cells | Potency, µM (doses to about 46.1 µM), inactives show at the top dose re-replication activation, usual class: activators | 340,000 tested, 1.8% active | AID 624297 | SW480 DNA re-replication, Hoechst DNA content imaging, 48 h; note: potency is the fitted concentration of half-maximal effect; % of control where 0% means no effect; nearly all actives have a fitted effect of over 55% in size
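250 cells/well; 23 nL cpd via pin tool; 48 hr, 37 C, 5% CO2; Hoechst 40 min; imager read of total nuclear intensity, ex 405/em 500-530 nm.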
IL1B secr inh = inhibitors of inflammasome signaling (IL-1 beta secretion). AID 743279. THP-1 LPS/ATP IL-1B secretion, AlphaLISA, 16 h; hits give low values. 360,000 tested, 4.7% active. activity change, % at 57.5 µM; in the data active = activity change below about -50%; inconclusive = mostly about -30% to -49%; note: % is set by controls: 0 for no effect and ±100 for the full control effect
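Secreted IL-1B measured by AlphaLISA bead assay after 16 h compound exposure of THP-1 cells; compounds (final up to 57.5 uM) added 1 h before LPS (250 ng/mL) and ATP (1.25 mM) stimulation; lower signal means less secretion.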
WRN helicase inh = WRN helicase (human) inhibition. Potency, µM (series often up to 114 µM), for the others: at the top dose activity change, negative = inhibition, usual class: inhibitors. 360,000 tested, 0.46% active. AID 651768. Q14191. WRN helicase unwinding, fluorescent forked duplex, kinetic; note: potency is the fitted concentration of half-maximal effect; % is set by controls: 0 for no effect and ±100 for the full control effect; nearly all actives have a fitted effect of over 55% in size
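WRN at 20 nM final preincubated with compound 15 min at room temperature; reaction started with 100 nM fluorophore/quencher forked duplex oligonucleotide and 2 mM ATP final. Unwinding followed kinetically by red fluorescence (ex 525, em 598 nm).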
HT1080-NT tox = kills 2HG-producing HT-1080-NT fibrosarcoma cells | HT-1080-NT fibrosarcoma viability, CellTiter-Glo ATP luminescence, 48 h | Potency, µM (series often up to 46.1 µM), inactives show at the top dose activity, negative = less viability, actives largely listed as cytotoxic | 360,000 tested, 1.6% active;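 note: NT is the 2HG producing partner of a matched IDH1 knockdown line; potency is the fitted concentration of half-maximal effect; 0% = DMSO-treated cells and -100% = media-only wells without cells; nearly all actives have a fitted effect of over 55% in size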
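Compounds were tested in concentration-response format on HT-1080-NT cells for 48 hours at 37 degrees C. Cell viability came from CellTiter-Glo luminescence; curves were classified by r2, response magnitude and activity.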
HT1080 IDH1KD tx = toxicity to HT-1080 IDH1 knockdown cells (counter line) | HT-1080 IDH1 knockdown viability, ATP luminescence, 48 h | Potency, µM (doses to about 46.1 µM), for the others: at the top dose activity, negative = toxicity, hits mostly cytotoxic | 360,000 tested, 2% active | AID 686971;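 note: potency is the fitted concentration of half-maximal effect; 0% = DMSO wells and -100% = cell-free medium wells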
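After a 2 h attachment period, IDH1KD HT-1080 cells took pin-transferred compound for 48 h at 37 °C; ATP-based luminescence after 10 min room-temperature reagent incubation reported viability.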
KB-3-1 cytotox = kills parental KB-3-1 adenocarcinoma cells; AID 1347075; 400,000 tested, 1.4% active; Potency, µM (highest dose often 46.1 µM), for the others: at the top dose activity change, negative = cytotoxic, actives largely listed as cytotoxic; KB-3-1 viability, CellTiter-Glo ATP luminescence, 72 h; note: potency is the fitted concentration of half-maximal effect; % is set by controls: 0 for no effect and ±100 for the full control effect; nearly all actives have a fitted effect of over 60% in size
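Here the drug-naive KB-3-1 line serves as comparator for MDR sub-line selectivity; cells received compound titrations, 72 h at 37 °C, then CellTiter-Glo readout.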
MCF10A rereplic = induces DNA re-replication in MCF 10a normal breast cells. MCF 10A DNA re-replication, Hoechst nuclear intensity, 48 h. Potency, µM (top dose mostly 46.1 µM), inactives show at the top dose activity, positive = re-replication, actives largely listed as activators. 350,000 tested, 2.9% active. AID 624296; note: potency is the fitted concentration of half-maximal effect; % of control where 0% means no effect; nearly all actives have a fitted effect of over 50% in size
Active calls of the source: *; ? = inconclusive; / = no result given; & = joins results of further samples; [ ] = another dose, or the depositor's remark. Unless noted, calls come from the whole dose curve; as a rule, active = well fitted curve in the direction sought with a large enough effect; inconclusive = small, poorly fitted or top-dose-only effect, or another doubt; inactive = no such curve, though single readings can be large; an effect the other way counts as inactive or inconclusive.

#	molecule	ATXN2 expr inh	MCF10A rereplic	SW480 rerep	KB-3-1 cytotox	HT1080-NT tox	KB-V1 cytotox	HT1080 IDH1KD tx	WRN helicase inh	IL1B secr inh
1	COC(=O)[C@@]1(Cc2ccc(F)cc2)[C@H]2c3cc(C(=O)N(C)C)n(Cc4ccc(S(C)(=O)=O)cc4)c3C[C@H]2CN1C(=O)c1ccccc1	-8%	/	/	2%	-12%	?	-16%	1%	0
2	Cc1c(CN2CCCCC2)c(O)n(CCCO)c(=O)c1C#N	11%	13%	-1%	5%	-3%	11%	1%	-4%	21
3	O/N=C1/C2C3CC4C5C3C1C5C1(OCCO1)C42 (stereo not drawn)	4%	22%	-1%	-5%	12%	-9%	9%	-1%	0
4	COc1ccc([C@H]2CC(=O)C=C(c3ccc(OC)nc3)C2)cc1	18%	-24%	-6%	-3%	-1%	-10%	-10%	2%	-10
5	O=C(NCc1ccccc1Cl)c1cccc(NC2=NC3CS(=O)(=O)CC3S2)c1 (stereo not drawn)	-21%	?	-20%	-2%	12%	?	-3%	0%	1
6	O=C(CCCC(=O)N/N=C\c1ccccn1)N/N=C\c1ccccn1	3%	9%	-3%	0%	3%	28%	-1%	1%	0
7	CC(NC(=O)c1ccccc1F)c1nnc(SCC(=O)NC2=NCCS2)n1C (stereo not drawn)	-8%	-15%	-21%	?	9%	0%	4%	7%	6
8	CCOC(=O)C1=CC[C@H]2c3c(c4ccc(OC)cc4n3C)C(=O)C1N2S(=O)(=O)c1ccc(C)cc1	0%	?	?	?	18µM*	?	?	-17%	65
9	O=C(c1ccco1)c1cn(CC(=O)N2CCCCC2)c2ccccc12	-26%	8%	0%	1%	1%	6%	3%	-3%	-4
10	CCNc1oc(-c2ccc(OC)cc2)nc1S(=O)(=O)c1ccc(Br)cc1	-2%	1%	0%	25%	4%	?	-1%	1%	10
11	COc1ccc(NC2=C(Cl)C(=O)N(CCc3ccccc3)C2=O)c(OC)c1	42%[activator]	-2%	-7%	-2%	0%	13µM*	-2%	-6%	/
12	OCC[C@@H]1C[C@H](O)[C@@H](O)[C@@]2(OCCCc3cc(Cl)ccc32)O1	4%	/	/	0%	0%	-7%	24%	6%	-19
13	Clc1ccc(CNC23CN4CN(CN(C4)C2)C3)c(Cl)c1	-1%	5%	-1%	5%	-1%	2%	6%	2%	-2
14	CCn1c(SCC(=O)Nc2ccc3c(c2)OCO3)nnc1C(C)C	8%	1%	-26%	5%	-4%	-16%	-4%	1%	-8
15	Cc1cc2n(c(=O)c1C#N)CCCN2c1cccc(Cl)c1	-1%	3%	-2%	10%	9%	13µM*	11%	0%	-5
16	CCOC(=O)N/N=C1\CCc2ccccc21	58%[activator]	1%	0%	5%	8%	0%	11%	-15%[57.1 µM]	-2
17	CCCCOc1ccc(C2CC(=O)N(C)C2=O)cc1 (stereo not drawn)	17%	-9%	-3%	-7%	0%	0%	0%	-6%	5
18	CCS(=O)(=O)N1CCC(C(=O)Oc2ccccc2Cl)CC1	/	1%	12%	0%	-1%	?	-8%	-9%	4
19	Cc1ccc(Nc2nnc(SCC(=O)c3ccc(Br)s3)s2)c(C)c1	5%	4%	2%	0%	1%	3%	-2%	-15%	?
20	O=c1[nH]cnc2scc(C3COc4ccccc4O3)c12 (stereo not drawn)	14%	-3%	8%	-3%	1%	-3%	5%	-5%	5
21	C/C=C/C(=O)Nc1nnc(-c2ccccc2C)s1	/	-1%	8%	-2%	0%	9%	0%	9%	-9
22	C=C(NS(=O)(=O)c1ccc(C)cc1)C(=O)OC	2%	6%	-1%	0%	2%	0%	2%	5%	24
23	O=C(CSc1nnnn1-c1ccccc1)Nc1ncc(Cc2cc(Cl)ccc2Cl)s1	-13%	7%	-6%	0%	7%	8%	8%	10%	15
24	COC(=O)c1ccc2nc(-c3ccccc3)c(Cc3ccccc3OC)n2c1	-1%	/	/	-2%	-2%	?	-9%	-15%	-10
25	O=C(COC(=O)c1c[nH]c(=O)[nH]c1=O)Nc1ccccc1	-16%[11.3 µM]	-1%	-6%	-2%	-1%	2%	-1%	8%[57.1 µM]	7
26	Cc1ccc(-n2c(CNc3ccc(F)cc3)nnc2SCC(N)=O)cc1	1%	2%	-1%	-11%	-7%	17%	-6%	3%	0
27	N#Cc1c(NC(=O)CSc2nc(-c3ccccc3)cc(C(F)(F)F)n2)sc2c1CCC2	10%	?	-3%	0%	16%	0%	12%	-12%	-13
28	COc1ccc(NC2CS(=O)(=O)CC2NCc2ccccc2)cc1 (stereo not drawn)	6%	-9%	3%	17%	0%	-20%	-1%	-27%[57.1 µM]	65
29	Cc1ccc(-c2[nH]c(-c3ccccc3)nc2SCC(=O)NCC2CCCO2)cc1 (stereo not drawn)	-24%	?	3%	-14%&-17%	-7%	-3%&-1%	0%	-1%	-17
30	O=C1NC(Cc2ccc(O)cc2)c2nc3ccc(Br)cc3c(=O)n2-c2cc3ccccc3cc21 (stereo not drawn)	?	/	/	?	16µM*	?	13µM*	-11%	-24
31	OCCN=C(c1ccccc1)C12CN3CN(CN(C3)C1)C2	1%	19%	-5%	-3%	21%	-23%	12%	-16%	10
32	CSCCC(NC(=O)c1ccoc1C)C(=O)O (stereo not drawn)	8%	-16%	5%	-2%	0%	2%	4%	-1%	3
33	COc1cccc(C2=N/C(=C\N(C)C)C(=O)O2)c1	22%	0%	-2%	-7%	15%	13%	13%	7%	-61*
34	O=S(CC(O)(c1ccccc1)c1ccccc1)CC(O)(c1ccccc1)c1ccccc1	/	/	/	?	?	?	?	-3%	-10
35	Cn1ncc(Cl)c(Oc2ccc(C(C)(C)C)cc2)c1=O	-6%	1%	-1%	3%	3%	15%	-11%	-15%	-7
36	CCCCN1C(=S)NC[C@@H]1Cc1ccc(O)cc1	15%	-5%	-58%[inhibitor]	14%	14%	10%	12%	1%	15
37	Cc1cccc(Cn2cnc3c(nnn3Cc3ccc(Cl)cc3)c2=O)c1	-12%	-24%	1%	-7%	?	-37%	-15%	-5%	0
38	Cc1nc2ncnn2c(C)c1CCC(=O)Nc1csc(N)n1	-9%	0%	0%	3%	5%	1%	11%	0%	2
39	O=[N+]([O-])c1nccn1CC(O)CO (stereo not drawn)	5%	/	/	8%	4%	1%	2%	-5%	16
40	CCOC(=O)/C(C#N)=C1\Nc2ccccc2N=C1N(CC(C)C)CC(C)C	7%	-7%	-2%	-19%	?	?	?	-13%	-59*
41	COc1ccc(C(CC(=O)c2ccc(C)cc2)Sc2ccccc2N)cc1 (stereo not drawn)	/	/	/	4%	-19%	1%	-12%	0%	8
42	Cc1ccc2c(CC(=O)O)coc2c1C	-3%	?	?	1%	6%	21%	8%	6%	39
43	CCn1cc(S(=O)(=O)NCCc2ccc(OC)c(OC)c2)cn1	7%	-24%	3%	0%	-1%	3%	0%	7%	-18
44	Cc1cc(C)c2c(NC(N)=S)n[nH]c2n1	-11%	-2%	1%	18%	6%	-2%	-5%	-2%	5
45	Cc1noc(C)c1C(=O)NNc1ccc(C(C)C)cc1	16%	-1%	2%	6%	-12%	2%	-16%	-1%	17
46	CC(C)C[C@H]1CN(CCCC[C@H]2CNC(=O)C(=O)N2CCc2ccc(O)cc2)C(=O)C(=O)N1CCc1ccc(O)cc1	9%	/	/	16%	21%	?	17%	7%	0
47	Cc1[nH]n(-c2ccccc2)c(=O)c1N=Nc1ccc(C(N)=O)cc1	?	-6%	-4%[9.22 µM]	0%	13%	4%	8%	?	12
48	COc1ccc(NS(=O)(=O)c2ccc3oc(SC)nc3c2)cc1	-15%	?	-3%	?	-8%	?	-23%	-19%	-14
49	O=C(CCN1C(=O)[C@H]2CC=CC[C@H]2C1=O)NCc1nc(-c2ccc(Cl)cc2)no1	-13%	?	-7%	5%	8%	3%	10%	4%	12
50	Cc1cccc(N(C(=O)CS(=O)CC(=O)Nc2ccc3c(c2)OCO3)C(C)C(=O)NC2CCCC2)c1C (stereo not drawn)	/	5%	-18%	12%	25%	?	5%	-3%	-19

Remaining list, next part
#	molecule	ATXN2 expr inh	MCF10A rereplic	SW480 rerep	KB-3-1 cytotox	HT1080-NT tox	KB-V1 cytotox	HT1080 IDH1KD tx	WRN helicase inh	IL1B secr inh
51	CC1CCc2nn(CC(=O)Nc3ccc(F)cc3F)cc2C1 (stereo not drawn)	-2%	-1%	3%	-10%	1%	-1%	-5%	-5%	-11
52	C=CCNC(=S)N/N=C/c1ccc(-c2ccc(OC)cc2)o1	-30%	21µM*	?	?	?	7.3µM*	?	-6%	-3
53	O=C(c1ccc([N+](=O)[O-])cc1)N(Cc1ccccc1)Cc1ccccc1	-7%	12%	-1%	-6%	0%	-21%	-12%	-8%	-15
54	Cc1cc(OCc2nc3ccccc3s2)ccc1N	41%[activator]	-5%	-1%	-14%	-22%	?	-14%	-9%	/
55	Cc1ncc(C[n+]2ccc(C)c(C)c2)c(N)n1	3%	-14%	1%	9%	4%	22%	10%	3%	23
56	CC(C)CCNC(=O)CNC(=O)c1cccs1	0%	-2%	-11%	?	2%	-2%	4%	0%	-20
57	Cc1nn(C)cc1C(=O)c1ccccc1	/	0%	-8%	2%	2%	4%	1%	3%	0

Structures listed so far containing a COOH group:
#	molecule	ATXN2 expr inh	MCF10A rereplic	SW480 rerep	KB-3-1 cytotox	HT1080-NT tox	KB-V1 cytotox	HT1080 IDH1KD tx	WRN helicase inh	IL1B secr inh
32	CSCCC(NC(=O)c1ccoc1C)C(=O)O (stereo not drawn)	8%	-16%	5%	-2%	0%	2%	4%	-1%	3
42	Cc1ccc2c(CC(=O)O)coc2c1C	-3%	?	?	1%	6%	21%	8%	6%	39
